# ERK EGF block: blocks ERK signaling stimulated by EGF | HEK293-V1b, EGF-stimulated phospho-ERK AlphaScreen | Potency, µM (highest dose often 11.5 µM), inactives show top-dose activity change, negative = inhibition, hits mostly inhibitors | 130,000 compounds, 0.41% hits | AID 1454; active = well fitted inhibition curve with a large enough effect; inconclusive = small, poorly fitted or top-dose-only effect, or effect the other way;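 note: plate controls were stimulated vehicle wells for no effect and unstimulated vehicle basal for full effect; nearly all actives have a fitted effect of over 55% in size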
#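 Compounds are titrated over HEK293-V1b cells kept overnight in 1% FBS. After 30 min at 37C, EGF (25 nM final) triggers ERK phosphorylation for 5 min, measured by AlphaScreen in lysates.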
# * = called active by the depositor; ? = inconclusive; [ ] = dose if it differs, or a comment. Potency is the fitted concentration of half-maximal effect.
molecule	ERK EGF block
COCCCNC(=O)C1CCC(CNS(=O)(=O)c2ccc(C)cc2)CC1 (stereo not drawn)	-1%
Cn1cccc1Cc1nnc(SCC(=O)N2CCOCC2)n1CCc1ccccc1	-5%
CC(NC(=O)c1ccc(N)cc1)c1ccccc1 (stereo not drawn)	6%
O=C(N/N=C/c1c(Cl)cccc1Cl)c1ccccc1F	9%
CC(=O)c1c(O)cc(O)cc1O	22%
CNc1ncnc2ccc(-c3cccc(NS(C)(=O)=O)c3)cc12	13%
CC(C)(C)c1ccc(C(=O)Nc2ccc(C=C(C#N)C#N)cc2)cc1	-9%
COc1ccc(OCC(=O)Nc2ccc(N3CCOCC3)cc2)c([N+](=O)[O-])c1	?
Oc1ccc(-c2nnc(Nc3cccc(O)c3)c3ccccc23)cc1	-3%[57.5 µM]
Cc1nnc(SCc2cc([N+](=O)[O-])cc3c2OCOC3)n(N)c1=O	-3%
Cc1c(C(=O)N(Cc2ccc(N(C)C)cc2)C2CCS(=O)(=O)C2)oc2ccccc12 (stereo not drawn)	-11%[57.5 µM]
O=C(NNC(=O)C1CCCO1)c1ccc(Br)cc1 (stereo not drawn)	-3%
S=C1NCCNC(=S)NCCOCCOCCOCCN1	-6%
O=C(COC(=O)CNC(=O)C1CCCCC1)Nc1ccc2c(c1)OCCO2	-10%
CCOc1ccccc1OCCNC1CCCC1	8%
O=C(O)/C=C\c1ccc(O)c(O)c1	5%[25.7 µM]
Cc1ccc(C)c(NC(=S)N/N=C2\CCc3ccccc32)c1	1%[57.5 µM]
Cc1noc(C)c1-c1nc(CS(=O)(=O)c2ccccc2)no1	-2%[57.5 µM]
Cc1ccc(NC(=O)Cn2cnc3ccccc32)cc1C	-6%
O=C1C(=O)N(Cc2ccco2)C(c2cccs2)/C1=C(\O)c1cccc([N+](=O)[O-])c1 (stereo not drawn)	-8%[57.5 µM]
Cc1cc(-c2n[nH]c(=S)n2/N=C/C(Br)=C/c2ccccc2)n[nH]1	?
COc1ccccc1OCCC(=O)OCC(=O)Nc1cc(S(=O)(=O)N(C)C)ccc1Cl	0%
O=C(COC(=O)c1ccc2ccccc2n1)Nc1cccc(S(=O)(=O)NC2=NCCCCC2)c1	-7%
O=C(CN(C1CCCCC1)S(=O)(=O)c1ccccc1)NCc1ccco1	7%
COc1ccc(/C(C)=N/N=C2/NC(=O)CC(C(=O)O)S2)cc1F (stereo not drawn)	0%[57.5 µM]
C/C(CC(=O)Nc1ccc(Cl)c(C(F)(F)F)c1)=N\NC(=O)c1cc2ccccc2cc1O	6%
O=C(CNc1ccc2ccccc2c1)N/N=C/c1cc2ccccc2nc1Cl	-7%
Cc1ccccc1NC(=S)N1CCCC1	-2%
Cc1cc(C)cc(N(C(=O)c2csnn2)C(C(=O)NC(C)(C)C)c2ccncc2)c1 (stereo not drawn)	-5%
O=C(O)c1ccc(/C=N/Nc2nc3ccccc3[nH]2)cc1	12%[57.5 µM]

# 22 structures already listed, ordered by length of the SMILES, descending.
molecule	ERK EGF block
O=C1C(=O)N(Cc2ccco2)C(c2cccs2)/C1=C(\O)c1cccc([N+](=O)[O-])c1 (stereo not drawn)	-8%[57.5 µM]
C/C(CC(=O)Nc1ccc(Cl)c(C(F)(F)F)c1)=N\NC(=O)c1cc2ccccc2cc1O	6%
O=C(COC(=O)c1ccc2ccccc2n1)Nc1cccc(S(=O)(=O)NC2=NCCCCC2)c1	-7%
Cc1c(C(=O)N(Cc2ccc(N(C)C)cc2)C2CCS(=O)(=O)C2)oc2ccccc12 (stereo not drawn)	-11%[57.5 µM]
Cc1cc(C)cc(N(C(=O)c2csnn2)C(C(=O)NC(C)(C)C)c2ccncc2)c1 (stereo not drawn)	-5%
COc1ccccc1OCCC(=O)OCC(=O)Nc1cc(S(=O)(=O)N(C)C)ccc1Cl	0%
Cc1cc(-c2n[nH]c(=S)n2/N=C/C(Br)=C/c2ccccc2)n[nH]1	?
Cc1nnc(SCc2cc([N+](=O)[O-])cc3c2OCOC3)n(N)c1=O	-3%
CC(C)(C)c1ccc(C(=O)Nc2ccc(C=C(C#N)C#N)cc2)cc1	-9%
O=C(COC(=O)CNC(=O)C1CCCCC1)Nc1ccc2c(c1)OCCO2	-10%
O=C(CNc1ccc2ccccc2c1)N/N=C/c1cc2ccccc2nc1Cl	-7%
Oc1ccc(-c2nnc(Nc3cccc(O)c3)c3ccccc23)cc1	-3%[57.5 µM]
Cc1noc(C)c1-c1nc(CS(=O)(=O)c2ccccc2)no1	-2%[57.5 µM]
Cc1ccc(C)c(NC(=S)N/N=C2\CCc3ccccc32)c1	1%[57.5 µM]
O=C(N/N=C/c1c(Cl)cccc1Cl)c1ccccc1F	9%
Cc1ccc(NC(=O)Cn2cnc3ccccc32)cc1C	-6%
O=C(NNC(=O)C1CCCO1)c1ccc(Br)cc1 (stereo not drawn)	-3%
CC(NC(=O)c1ccc(N)cc1)c1ccccc1 (stereo not drawn)	6%
S=C1NCCNC(=S)NCCOCCOCCOCCN1	-6%
O=C(O)/C=C\c1ccc(O)c(O)c1	5%[25.7 µM]
CCOc1ccccc1OCCNC1CCCC1	8%
CC(=O)c1c(O)cc(O)cc1O	22%

# (continued)
molecule	ERK EGF block
CCOC(=O)C1=C(O)C(=O)N(Cc2cccnc2)C1c1ccc(C)cc1 (stereo not drawn)	5%
Cc1ccc(C)c(N2CC(O)(c3cccs3)[N+]3=C2CCCC3)c1 (stereo not drawn)	1%
O=C(c1ccc(-n2cccn2)cc1)N1CCc2ccccc2C1	-9%[57.5 µM]
Cc1ccc(S(=O)(=O)NC(C)(C)CSc2ccccn2)cc1	-4%
Cc1cc(C(=O)N/N=C/c2cn[nH]c2-c2ccccc2)cs1	-4%
COc1ccc(Cl)cc1NC(=O)NCc1ccco1	2%
CCCn1c(=O)c2ccccc2n2c(SCC(=O)N3CCc4ccccc4C3)nnc12	8%
O=C(CCN1C(=O)c2ccccc2C1=O)NNC(=O)c1ccc(Cl)cc1Cl	1%
O=C(Nc1ccc(S(=O)(=O)N2CCCC2)cc1)c1ccc2c(=O)n3c(nc2c1)CCCCC3	0%
CCOc1cc(CNCc2ccc(C(=O)O)cc2)ccc1OC	1%
NCCCC[C@H]1CNC(=S)N1CCc1cccc(F)c1	?
COCCNC(=O)Nc1ccc(F)cc1	-5%
COc1ccc(-n2c(=O)c(-c3cn(C)c4ccccc34)nc3cncnc32)cc1	6%
COCCn1c(=O)c(-c2ccc(F)cc2)nc2cnc(Oc3cccc(Cl)c3)nc21	-2%
Cc1ccc2[nH]c(=O)c(CN(CCN3CCOCC3)C(=O)Nc3ccccc3F)cc2c1	-6%
C=CCNc1nc(Nc2ccc([N+](=O)[O-])cc2)nc(OC)n1	-2%
COc1ccccc1CNc1ncncc1-c1ccccc1C	8%
COc1cc(C(=O)Nc2nnc(C(C)(C)C)s2)c([N+](=O)[O-])cc1OC	2%
O=C(N[C@@H](Cc1ccccc1)C(=O)OCC(=O)N1CCOCC1)c1cccs1	1%
Cc1cc(NC(=S)Nc2cccnc2)ccc1Br	4%
c1ccc(N=Nc2cn[nH]c2-c2ccco2)cc1	-16%
Cc1ccc(N2C(=O)C(CN3CCCCC3)C2c2ccccc2)cc1 (stereo not drawn)	2%
Cc1ccc(S(=O)(=O)N(C)C)cc1NC(=S)Nc1ccc2cn[nH]c2c1	9%
COc1ccc(OCC(=O)N2c3ccccc3CCc3ccccc32)cc1	-2%
O=C(c1ccncc1)N1CCC2(CCCN(c3ccncc3)C2)CC1	-4%
CCOC(=O)CSCc1nc(-c2ccc(Cl)cc2)oc1C	0%
N=C(N)SCc1nc2ccccn2c1Br	-8%
CC(C)(Oc1ccc(CCNC(=O)c2ccc(Cl)cc2)cc1)C(=O)O	8%[57.5 µM]
CS(=O)(=O)Nc1cccc(-c2ccc3ncnc(Nc4ccc(F)cc4)c3c2)c1	1.1µM*
COc1ccc(N2C(=S)NC3N2C(=S)NC3(C)c2ccccc2)cc1 (stereo not drawn)	0%
Cc1c(/C=N/NC(=O)C2(O)c3ccccc3-c3ccccc32)cnn1C	1%
COc1ccccc1NC(=O)/C(=C/c1cccs1)NC(=O)c1ccco1	4%[57.5 µM]
O=C(O)c1cn(Cc2ccccc2)nc1-c1cccnc1	-3%
Cc1cc(N=Nc2ccccc2C(=O)O)c(C)c(C)c1O	?
CC1=NN(C(=O)COc2ccccc2)C(O)(c2cccnc2)C1 (stereo not drawn)	0%
CCN(CC)S(=O)(=O)c1cccc(C(=O)OCC(=O)Nc2ccc3c(c2)c2ccccc2n3CC)c1	-2%
Cc1ccc(S(=O)(=O)NCC(=O)NC2CCCC2)cc1	?
CCCSc1ncnc2sc(C)c(C)c12	-4%
CCC1(C)Cc2[nH]c(=O)c(C#N)cc2CO1 (stereo not drawn)	-3%[57.5 µM]
CC1(C)COC(c2cccc(C3=NC(C)(C)CO3)n2)=N1	6%
Cc1onc(-c2ccccc2Cl)c1NC(=O)NCc1cccs1	-9%[57.5 µM]
Cc1ccc(NC(=O)Nc2ncnc3nc[nH]c23)cc1	10%[57.5 µM]
NS(=O)(=O)c1ccc(CCNC(=O)COC(=O)/C=C/c2ccccc2Cl)cc1	-2%
Cc1ccc(CN2CCNC(=O)C2CC(=O)N(Cc2c(C)nn(C)c2C)C2CC2)o1 (stereo not drawn)	3%
C#CCNC(=O)C1=C[C@@H](c2csc3ccccc23)[C@H](CCCO)[C@@H](OCC)O1	-6%[57.5 µM]
O=[N+]([O-])c1cccc(S(=O)(=O)N2CCCC2)c1	2%
Cc1c(NC2=C(Cl)C(=O)N(c3ccccc3Cl)C2=O)c(=O)n(-c2ccccc2)n1C	15%
Cc1cc(/C=C2/C(=N)N3C(c4ccccc4)=CSC3=NC2=O)c(C)n1-c1ccccc1	3%
Cc1ccc(NC(=O)C2CCCN2C(=O)NC2CCCCC2)cc1 (stereo not drawn)	11%
COc1cc(OC)c2ccc(=O)oc2c1C(CC(=O)N1CCCC(C)C1)c1ccc2c(c1)OCO2 (stereo not drawn)	-7%[57.5 µM]
O=C(N/N=C/c1ccc(-c2ccc([N+](=O)[O-])cc2)o1)C(O)c1ccccc1 (stereo not drawn)	-6%
S=c1[nH]nc(-c2ccccn2)n1/N=C/c1c(Cl)cccc1Cl	-6%[57.5 µM]
N#C/C(=C\c1ccc(OCC(N)=O)cc1)c1ccccc1	0%
Nc1nnn(CC(=O)N/N=C/c2ccc(Cl)cc2Cl)n1	7%[57.5 µM]
Cc1cc(C)cc(OCC(=O)OCC(=O)Nc2c(C)n(C)n(-c3ccccc3)c2=O)c1	-5%
CCCCOc1ccc(CCC(=O)N/N=C/c2ccco2)cc1	3%[57.5 µM]
O=C(COC(=O)CCOc1ccccc1)Nc1ncc(Cl)cc1Cl	4%
Cc1ccc(N2C(=O)C(NC(=O)c3c(F)cccc3F)(C(F)(F)F)C3=C2CC(C)(C)CC3=O)cc1 (stereo not drawn)	4%
C=CCN(c1ccccc1)S(=O)(=O)c1cccc(C(=O)OCC(=O)NC2CC2)c1	1%
CCCc1cc(=O)[nH]c(SCCCCN2C(=O)c3ccccc3C2=O)n1	5%

# More results
molecule	ERK EGF block
COC(=O)CS(=O)(=O)c1ccsc1C(=O)Nc1ccc(F)cc1	3%
CCN(CC)CCn1c(SCC(=O)Nc2ccc(F)cc2)nc2c(sc3ccccc32)c1=O	-4%
Cn1nc(-c2ccccc2)c(C(=O)NCC(=O)O)c1Cl	5%
Cc1cc(C(=O)NCC(=O)OCC(=O)N(C(C)C)C(C)C)ccc1[N+](=O)[O-]	-16%
CCCCCC(=O)NC(=S)Nc1ccc(Cl)cn1	-7%
O=C(N/N=C/c1cnc(N2CCOCC2)s1)c1ccccc1	-6%
O=C(COC(=O)c1ccc(Br)cc1)NCCc1ccccc1	2%

# Screening results: PubChem, National Center for Advancing Translational Sciences (NCATS)

# This is a subset, so the mix of outcomes need not match the whole.
